MOR-DOR ag: agonists of human mu-delta opioid receptor heterodimerization | P35372+P41143 | cells, OPRM1-OPRD1 heterodimerization, luminescence | activation, % at 9.3 µM | actives 0.3% (n = 340,000); in the data active = activation above about 18%;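 also: 0% = vehicle-treated cells and 100% = reference agonist; values of inactives mirror those of a sister screen read the other way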
Target sequence (P35372 whole entry, looked up): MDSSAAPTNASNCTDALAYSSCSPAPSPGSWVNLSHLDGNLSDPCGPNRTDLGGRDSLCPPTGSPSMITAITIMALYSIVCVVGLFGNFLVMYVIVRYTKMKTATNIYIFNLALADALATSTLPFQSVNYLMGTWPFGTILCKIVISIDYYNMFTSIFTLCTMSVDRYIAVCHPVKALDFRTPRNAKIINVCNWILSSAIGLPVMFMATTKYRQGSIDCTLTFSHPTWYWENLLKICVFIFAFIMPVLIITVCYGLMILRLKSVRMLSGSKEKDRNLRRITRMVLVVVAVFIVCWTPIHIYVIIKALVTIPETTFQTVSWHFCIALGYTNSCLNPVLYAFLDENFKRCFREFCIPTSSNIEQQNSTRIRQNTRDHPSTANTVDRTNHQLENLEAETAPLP
Target sequence (P41143 whole entry, looked up): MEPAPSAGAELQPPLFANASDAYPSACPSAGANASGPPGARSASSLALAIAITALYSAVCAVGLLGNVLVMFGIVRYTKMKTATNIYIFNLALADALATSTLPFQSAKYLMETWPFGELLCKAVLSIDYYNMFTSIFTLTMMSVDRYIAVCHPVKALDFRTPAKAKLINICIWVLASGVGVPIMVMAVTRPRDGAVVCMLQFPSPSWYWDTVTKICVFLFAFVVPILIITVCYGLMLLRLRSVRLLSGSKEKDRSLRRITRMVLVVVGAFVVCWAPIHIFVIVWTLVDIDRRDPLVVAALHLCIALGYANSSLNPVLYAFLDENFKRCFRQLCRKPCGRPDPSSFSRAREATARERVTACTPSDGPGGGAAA
AddAB inh: less growth of phage-infected E. coli with AddAB. E. coli expressing H. pylori AddAB, absorbance growth. inhibition, % at 11.9 µM. actives 0.29% (n = 330,000); in the data active = inhibition above about 12%;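 also: 0% = vehicle wells of infected cells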
phage Ecoli inh: E. coli growth loss with phage present; AID 651602; inhibition, % at 11.9 µM; growth absorbance; actives 0.26% (n = 360,000); in the data active = inhibition above about 11%
OPRM1-OPRD1 inv: inverse agonists of human mu-delta opioid receptor heterodimerization | P35372+P41143 | cell-based MOR-DOR heterodimer luminescence, inverse agonism | inhibition, % at 9.3 µM | actives 0.21% (n = 340,000); in the data active = inhibition above about 22%, passing the limit was not always enough;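 also: 0% = cells with DMSO and 100% = wells without cells with DMSO; values of inactives mirror those of a sister screen read the other way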
HTR5A inv ctr: counter-screen for OPRM1-OPRD1 inverse agonists: human HTR5A inverse agonism; P47898; HTR5A cell line, luminescence; inhibition, % at 9.3 µM; actives 0.083% (n = 340,000); in the data active = inhibition mostly above about 23%, no sharp cut-off; inactive = mostly below about 18%;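 also: 0% = cells with DMSO and 100% = no-cell wells with DMSO; some compounds called inactive have numbers as strong as hits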
Pemphigus Ab inh: human desmoglein-3 autoantibody binding inhibition; P32926; DSG3-coupled beads, scFv-anti-DSG3-GFP binding, flow cytometry; hits give low values; binding (percent of control), % at 10 µM; actives 0.48% (n = 310,000); AID 588358;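 active = binding more than 3 SD below its plate's average and above zero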;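 also: hits lower antibody fragment binding to DSG3; some compounds called inactive have numbers as strong as hits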
PKA-R1A act: PKA-R1A complex activation. PKA-R1A dissociation, Cy5-IP20 fluorescence polarization; scaled: DMSO 0%, 113 µM cGMP 100%. activation, % at 11.4 µM. actives 0.083% (n = 340,000). AID 504707;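 active = percent activation above the mean of all tested compounds plus 3 SD, cut at about 19% in these data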;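 also: higher means more PKAc released from R1A so a rise in polarization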
Ecoli viability: bacterial growth inhibition, counter-screen for AddAB inhibitors | E. coli V3065 growth, OD600 absorbance, 18 h | inhibition, % at 11.9 µM | actives 0.27% (n = 330,000);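 active = inhibition above the campaign's mean inhibition across all tested compounds plus 3 SD, cut at about 9.9% in these data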;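 also: uninfected addAB+ strain grown without phage in ampicillin broth; 0% = DMSO wells and 100% = ciprofloxacin 0.95 µg/ml wells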
Mot1-301 SUMO: SUMOylation pathway inhibition by Mot1-301 growth rescue | S. cerevisiae Mot1-301 growth rescue, ATP luminescence, 38.5C; percent above DMSO median, 100 means doubled | growth rescue, % at 18.8 µM | actives 1% (n = 320,000);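 active = every valid replicate shows activation above 250% relative to neutral control wells; inactive = the rest, any valid replicate at or below 250%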;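 also: OY570 slx delta 5 strain wells were the positive control but not used for scaling; some compounds called inactive have numbers as strong as hits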
PfHsp90 set2: reduces growth (ATP signal) of yeast expressing P. falciparum Hsp90; S. cerevisiae expressing PfHsp90, BacTiter-Glo ATP, 48 h; yeast lacking PDR1 and PDR3 efflux regulators; inhibition, % at 9.4 µM; actives 0.32% (n = 310,000);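 active = every replicate shows inhibition above about 80%, whatever the replicate mean, limit read from the data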;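 also: 0% = DMSO neutral controls and 100% = 20 µM radicicol positive controls; yeast relying on Plasmodium falciparum Hsp90 in place of its own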
HTR5A ag ctr: counter-screen for OPRM1-OPRD1 agonists: human HTR5A agonism | actives 0.61% (n = 340,000) | HTR5A agonist assay, luminescence, cell-based | activation, % at 9.3 µM | AID 504692; in the data active = activation mostly above about 9.5%, no sharp cut-off; inactive = mostly below about 7.6%;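 also: 0% = cells with vehicle only and 100% = reference agonist; strong numbers were not always called active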
Numbers without * were called inactive; · = not tested or not shown.

SMILES	MOR-DOR ag	AddAB inh	phage Ecoli inh	OPRM1-OPRD1 inv	HTR5A inv ctr	Pemphigus Ab inh	PKA-R1A act	Ecoli viability	Mot1-301 SUMO	PfHsp90 set2	HTR5A ag ctr
O=C(CCN1CCN(Cc2ccccc2)CC1)Nc1cccc(Cl)c1	2.8	3.7	2.9	-14.3	6.0	·	-8.8	0.7	-5.5	22.6	-3.5
Cc1cc(C)nc(SCc2ccc(C(=O)N/N=C/c3cccnc3)cc2)n1	-0.2	1.9	·	1.0	5.0	110.9	-6.6	1.9	231.2	·	-2.0
Cc1nc(NC(=O)COC(=O)CCC(=O)c2cccs2)c(Cl)cc1Cl	0.5	3.6	3.3	-3.1	12.6	94.3	-10.6	-1.8	0.1	-13.9	-1.4
CCOc1ccccc1NC(=O)COC(=O)c1cnc(C)cn1	-3.0	4.5	0.9	12.2	3.5	103.3	-3.2	-0.6	·	-9.4	-1.4
COc1ccc(S(=O)(=O)N2CCCCC2)cc1NC(=O)c1cccnc1SC	-3.4	2.1	4.0	18.0	-5.8	99.5	-7.7	0.3	-13.2	1.1	1.9
COc1ccc(/C=N/NC(=O)Cn2nc([N+](=O)[O-])cc2C)c(OC)c1OC	-2.3	1.2	2.2	11.3	-9.9	·	4.1	0.2	4.0	6.9	3.8
CC(C)NC(=O)NC(=O)COC(=O)c1cc[n+]([O-])cc1	0.5	2.9	4.3	-2.6	0.9	104.6	-5.5	-1.9	7.6	-21.0	-0.3
CCc1nccn1S(=O)(=O)c1ccc2ccc(C)cc2c1	-1.8	1.2	1.8	7.7	5.8	·	-6.0	-3.7	2.7	-8.5	-2.3
O=c1c2ccccc2nc2ccc(N3CCOCC3)nn12	-0.7	2.6	3.9	4.1	-11.4	·	9.2	-2.2	8.9	-3.4	4.3
COc1ccc(N2C(=O)CC(Sc3ncn[nH]3)C2=O)c(OC)c1 (stereo not given)	-1.1	0.1	-1.2	6.4	4.7	95.3	-5.2	3.0	50.1	7.3	2.6
C=CCNC(N)=S	0.5	0.9	3.5	-3.2	-7.3	100.5	3.4	2.5	-2.4	-10.2	-2.0
CC(C)(C)C(=O)CSc1ncnc2c1cnn2-c1ccccc1	·	2.8	1.5	·	·	100.0	·	-0.7	5.6	·	·
O=C(COc1cccc(C(F)(F)F)c1)Nc1ccc(S(=O)(=O)N2CCCCC2)cc1	6.6	2.4	1.6	-44.2	11.3	99.6	-14.4	1.0	13.5	-6.4	-4.3
Cc1ccc(/C=C/C(=O)NC2CCS(=O)(=O)C2)cc1 (stereo not given)	-2.4	-0.1	2.3	13.1	7.9	108.7	3.4	1.7	176.8	-22.7	-5.8
Clc1cccc(OCCCn2ccnc2)c1	-1.9	3.1	1.5	8.7	-8.2	98.0	-0.8	0.2	8.2	-7.1	2.2
CCn1c(=O)c(C(=O)NCCc2ccccc2)c(O)c2ccccc21	4.8	9.9	1.9	-27.1	-0.8	·	3.4	9.2	3.1	20.3	0.3
CCC(NC(=O)Cn1cnc2c(=O)n(C)c(=O)n(C)c21)c1ccccc1 (stereo not given)	·	2.5	0.6	·	·	·	-7.2	0.5	1.1	20.4	·
COc1ccc(C)cc1N(C(=O)c1cccc(F)c1)c1nc2ccccc2s1	0.7	0.9	0.8	-3.7	1.0	117.5	-8.3	2.6	-9.3	-37.3	-1.7
COc1ccc(/C=N/n2c(C)nc3ccccc3c2=O)cc1	-4.0	3.3	-0.1	21.3	-13.8	100.9	4.4	0.4	11.9	9.9	4.9
CCc1ccc(-n2ccc(=O)c(C(=O)O)n2)cc1	-2.6	-0.6	-0.7	11.9	3.5	103.6	2.3	-1.6	11.3	5.5	-1.0
CCOc1ccc(-n2c(SCC(=O)Nc3ccccc3C)n[nH]c2=O)cc1	-1.1	0.9	2.0	6.2	2.7	105.5	-2.5	1.7	-11.5	-8.9	3.4
COc1ccc2c(=O)cc(-c3cccnc3)oc2c1OC	-1.3	0.5	-1.4	6.8	-11.1	94.1	0.9	0.5	-2.1	16.6	3.0
CCn1c(SCC(=O)NC2CCCc3ccccc32)nnc1-c1ccncc1 (stereo not given)	-1.6	2.3	4.0	9.7	-6.7	89.0	-0.8	0.3	31.4	8.1	-0.4
O=C(c1cc2c(ccc3ccccc32)o1)N1CCN(c2ncc(C(F)(F)F)cc2Cl)CC1	-1.8	-1.8	1.7	9.5	10.7	102.6	-15.5	-0.8	-6.7	9.6	-2.5
CCOCCn1c(CN2CCCCC2)nc2c1c(=O)n(C)c(=O)n2C	-2.4	-1.9	2.9	12.9	-0.4	106.7	-6.6	-0.8	14.7	8.1	0.2
O=C(NCCc1ccccc1)C1CCN(S(=O)(=O)c2ccc(-c3nn[nH]n3)cc2)CC1	-2.1	1.9	1.2	11.8	10.8	106.4	2.5	0.9	-6.1	-4.2	-1.3
Cc1cc(C(=O)COC(=O)c2ccc(N)c([N+](=O)[O-])c2)c(C)n1-c1ccc2c(c1)OCO2	-2.0	-1.2	3.6	9.7	3.8	89.1	-2.4	-0.6	-3.7	1.0	-1.6
CCC(=O)N1CCc2cc(S(=O)(=O)NCCC(=O)Nc3cc(C)cc(C)c3)ccc21	-2.5	4.4	2.0	13.8	-40.3	·	-17.9	-1.8	-6.9	·	-0.1
Oc1ccc2c(c1)C1CCCC1(N1CCOCC1)O2 (stereo not given)	-1.5	2.1	4.0	7.5	5.5	101.8	-1.7	1.9	4.9	1.3	1.7
CCCCOc1ccc(/C(O)=C2/C(=O)C(=O)N(CCN(C)C)C2c2ccc(O)c(OC)c2)cc1 (stereo not given)	0.9	-0.4	-1.1	-4.8	-4.2	87.7	-2.3	0.7	-8.1	-24.7	2.4
Cc1cccc(CN2CCN(CC(=O)N3CCCC3)C2=O)c1	0.2	-1.2	3.7	-1.4	0.2	96.2	12.4	1.6	-2.9	8.5	4.2
C=CCN1C(=O)CSC1=Nc1ccc(O)cc1	-0.9	1.4	1.5	4.9	8.7	·	-14.2	2.3	10.2	15.3	0.9
CCCCn1c(=NC(=O)c2cccnc2)c(C(=O)OCC)cc2c(=O)n3ccccc3nc21	-4.9	·	2.9	26.7	0.0	·	-11.7	·	·	·	1.1
COC(=O)C1=CN(CC2CCCO2)C=C(C(=O)OC)C1c1cccc(O)c1 (stereo not given)	·	-0.4	4.2	·	·	·	·	0.6	-13.0	13.9	·
O=C(NC1(C(F)(F)F)NC(=O)N(C2CCCC2)C1=O)C1CC1 (stereo not given)	-1.9	3.7	1.9	8.1	12.6	104.2	6.8	0.6	-5.4	49.1	11.3
COc1ccc(CCNC(=O)c2ccc3c(c2)OCO3)cc1	-1.4	1.5	2.2	8.6	-22.8	·	1.4	-0.6	194.0	17.1	8.0
Cc1cc(CN2CCC(n3nccc3NC(=O)c3ccccc3Cl)CC2)cc(C)c1O	1.2	-1.7	1.8	-6.0	11.7	106.8	-19.2	-1.4	-11.1	-4.2	-3.3
COc1cccc(-n2cn[nH]c2=S)c1	2.2	1.7	5.2	-11.3	9.7	102.6	-3.6	0.8	1.4	19.8	-0.9
N#Cc1c(SCC(=O)O)nc(N2CCCCC2)c2c1CCCC2	-1.9	-0.5	2.4	10.2	-9.1	102.8	-3.9	1.4	40.5	13.3	2.6
Cn1c(CNc2ccccc2)cc(=O)n(C)c1=O	-3.0	1.6	3.0	16.2	-6.4	108.1	11.0	-2.4	-4.2	-15.1	2.0
Cc1ccc2c(CC(=O)OCC(=O)Nc3ccc(Cl)cn3)coc2c1	3.7	1.8	2.3	-19.6	11.6	102.4	1.8	-0.4	15.8	-8.6	-4.6
COCCCNC(=S)N1CCCN(c2nc3cc(C)ccc3cc2C#N)CC1	0.0	0.1	3.6	0.0	3.7	96.5	5.0	-1.5	-6.2	-53.6	-1.3
COc1ccc(S(=O)(=O)N=C2C=C(C)C(=O)C(C)=C2)cc1	1.3	0.0	0.2	-6.7	-16.4	·	-0.2	-2.0	21.7	-13.4	-6.0
CCc1cc(C(c2ccc(F)cc2)N2CCOCC2)c(NC(=O)c2ccccc2)s1 (stereo not given)	4.3	2.2	1.9	-25.7	-5.4	97.2	-4.3	-0.5	1.4	2.8	7.7
CCN(CC)S(=O)(=O)c1ccc(OCCNS(C)(=O)=O)cc1	1.2	0.7	1.5	-7.0	-9.7	95.0	3.6	3.6	3.7	-14.2	3.7
CC(C)Cc1cc(C(=O)N2CCCC(C(=O)c3cc(F)ccc3F)C2)n(C)n1 (stereo not given)	1.4	4.0	3.8	-7.9	-17.2	101.3	1.6	2.5	-19.3	10.9	2.8
Cc1cc(C)nc(NN=C2CCCC2)n1	-2.4	2.7	1.4	12.3	0.0	·	-2.9	1.4	8.0	12.9	1.2
C(=C\c1ccccn1)/c1ccncc1	-2.9	1.6	0.7	14.5	10.7	95.8	-3.9	3.8	4.8	3.5	-2.9
CCOC(=O)c1cnc2c(C)cc(Cl)cc2c1N1CCN(C)CC1	-3.4	-0.7	-2.8	19.7	-27.0	93.1	-5.9	-0.5	6.9	4.6	7.0
O=C1CSC2(C(=O)N3CCCc4cccc2c43)N1c1cccc(C(F)(F)F)c1 (stereo not given)	-2.7	1.3	·	13.6	-19.5	95.9	-2.9	0.6	4.1	·	3.8
O=S(=O)(NCc1ccccn1)c1ccc(F)cc1	0.8	1.8	·	-4.7	-18.8	101.1	-9.3	-0.7	158.8	-4.0	-3.8
Cc1ccc(C(=O)Nc2cccc(-c3cnc4ccccc4n3)c2)cc1	-0.1	1.9	0.0	0.3	-8.4	103.6	-0.4	-0.6	2.0	14.6	0.1
C[C@@H]1COC(=O)[C@@H](CC(=O)OC(C)(C)C)C/C=C\C[C@H](CC(=O)N(CCO)Cc2ccccc2)C(=O)N1	-0.6	3.6	0.2	3.4	-1.5	99.8	-4.5	2.5	-24.8	-0.3	3.3
Cc1nn(-c2ccc(N3CCCCC3)nn2)c(C)c1CCC(=O)Nc1ccc(F)cc1	-1.2	-0.1	0.3	6.6	9.3	·	-0.9	1.0	17.7	15.7	1.0
CC(=O)Oc1ccc(Cl)cc1/C=C/c1ccc2ccccc2n1	3.9	0.4	-0.2	-23.4	10.0	104.5	-6.9	-0.5	224.2	-48.3	-3.7
O=C1N(c2cccc3ccccc23)C(c2ccccc2)N2CCCN12 (stereo not given)	-3.2	0.8	1.6	17.1	16.8	130.4	-0.4	-1.7	-7.8	20.4	-2.5

Some of the entries above, set out differently.
mol: CC(=O)Oc1ccc(Cl)cc1/C=C/c1ccc2ccccc2n1
  MOR-DOR ag = 3.9
  AddAB inh = 0.4
  phage Ecoli inh = -0.2
  OPRM1-OPRD1 inv = -23.4
  HTR5A inv ctr = 10.0
  Pemphigus Ab inh = 104.5
  PKA-R1A act = -6.9
  Ecoli viability = -0.5
  Mot1-301 SUMO = 224.2
  PfHsp90 set2 = -48.3
  HTR5A ag ctr = -3.7
mol: O=C1N(c2cccc3ccccc23)C(c2ccccc2)N2CCCN12 (stereo not given)
  MOR-DOR ag = -3.2
  AddAB inh = 0.8
  phage Ecoli inh = 1.6
  OPRM1-OPRD1 inv = 17.1
  HTR5A inv ctr = 16.8
  Pemphigus Ab inh = 130.4
  PKA-R1A act = -0.4
  Ecoli viability = -1.7
  Mot1-301 SUMO = -7.8
  PfHsp90 set2 = 20.4
  HTR5A ag ctr = -2.5

Bioassay records as filed in PubChem.

Rows were taken by chance, and some 3.2% of all compounds hit somewhere here.
